D2 antag = HTS Assay for Allosteric Antagonists of the Human D2 Dopamine Receptor: Primary Screen for Antagonists; D(2) dopamine receptor (Homo sapiens), P14416; HEK293 TREx D2 cells, calcium flux, dopamine EC80; inhibition, % at 10 µM; 2% of 340,000 active; AID 485344, 2010; in the data active = inhibition above about 30%; note: 0% is about no effect
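Overnight-induced (tetracycline, 30 C) HEK293 T-REx cells carrying force-coupled D2 receive a no-wash calcium dye, then compound, then EC80 dopamine at 180 s; signals are read kinetically throughout.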
USP1-UAF1 inh = Inhibitors of USP1/UAF1: Primary Screen; recombinant USP1/UAF1, Ub-Rhodamine cleavage fluorescence; Potency, µM (titrated, usually from 57.1 µM), for the others: at the top dose activity change, negative = inhibition, most hits filed as inhibitors; 0.23% of 390,000 active; note: potency is the fitted concentration of half-maximal effect; % is set by controls: 0 for no effect and ±100 for the full control effect; nearly all actives have a fitted effect of over 60% in size; inactives centre near -12
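1 nM enzyme complex + cpd, 15 min RT; start with Ub-Rho 150nM final; kinetic fluorescence ex 480/em 540, 6 reads q60 s. Buffer 50mM HEPES pH 7.8, 0.5mM EDTA, 0.1 mg/ml BSA, 1mM TCEP, 0.01% Tween-20.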
D2 ag = HTS Assay for Allosteric Agonists of the Human D2 Dopamine Receptor: Primary Screen for Agonists; HEK293 T-REx D2 cells, calcium flux agonist mode; AID 485358, 2010; 0.53% of 340,000 active; activation, % at 2 µM;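 active = activation over 3 SD above normal in the single-dose calcium agonist read, cut at about 30% in these data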; note: 0% is about no effect
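In this primary screen, compounds producing a positive calcium signal within 180 s of addition to tetracycline-induced, force-coupled HEK293 Trex D2 cells are flagged; cells are dye-loaded with a no-wash calcium kit beforehand.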
TRHR agonist = qHTS for Small Molecule Agonists and Allosteric Enhancers of Human TRH Receptor: Primary Screen for Agonists | TRHR cells, calcium flux fluo-8, FDSS agonist mode | activation, % at 2 µM | Thyrotropin-releasing hormone receptor (Homo sapiens), P34981 | 0.18% of 360,000 active | AID 493084, 2011; in the data active = activation above about 30%; note: 0% is about no effect
Target sequence (P34981 whole entry, looked up): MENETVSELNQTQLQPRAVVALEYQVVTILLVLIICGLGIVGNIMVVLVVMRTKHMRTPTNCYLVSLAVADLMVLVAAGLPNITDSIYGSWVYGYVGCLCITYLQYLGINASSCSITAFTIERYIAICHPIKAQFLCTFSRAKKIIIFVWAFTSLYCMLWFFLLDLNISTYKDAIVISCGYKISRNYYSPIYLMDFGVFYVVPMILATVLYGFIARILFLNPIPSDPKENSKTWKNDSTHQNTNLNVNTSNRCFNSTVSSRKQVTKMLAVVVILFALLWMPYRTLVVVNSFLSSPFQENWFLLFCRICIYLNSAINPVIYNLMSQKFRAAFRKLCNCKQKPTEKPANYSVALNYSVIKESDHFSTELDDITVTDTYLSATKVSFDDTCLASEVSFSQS
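TRHR-expressing cells loaded with fluo-8 calcium dye; 23 nL library compound pin-transferred, kinetic FDSS fluorescence (Ex 480/Em 530) recorded about 180 s for agonist-induced calcium release, before a 10 nM TRH EC20 addition for potentiator mode.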
TrxR1 substrate = qHTS Assay for Substrates of Mammalian Selenoprotein Thioredoxin Reductase 1 (TrxR1): qHTS; purified TrxR1 substrate turnover, NADPH consumption readout; Potency, µM (top dose mostly 114 µM), inactives show top-dose activity change, negative = substrate turnover; 0.01% of 390,000 active; AID 588456, 2011; note: potency is the fitted concentration of half-maximal effect; % is set by controls: 0 for no effect and ±100 for the full control effect; nearly all actives have a fitted effect of over 50% in size
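Rat TrxR1, dispensed at 90 nM, was prereduced with 400 uM NADPH (final) for 5 min at ~22 deg C, then incubated with compound 15 min before 400 uM selenite. A first-read NADPH fluorescence drop versus no-compound background flagged substrates.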
TrxR1 inh = qHTS Assay for Inhibitors of Mammalian Selenoprotein Thioredoxin Reductase 1 (TrxR1): qHTS; Thioredoxin reductase 1, cytoplasmic (Rattus norvegicus), O89049; recombinant rTrxR1, NADPH fluorescence consumption, selenite substrate; Potency, µM (series often up to 114 µM), inactives show at the highest dose activity change, negative = inhibition, actives largely listed as inhibitors; 1% of 390,000 active; note: potency is the fitted concentration of half-maximal effect; % is set by controls: 0 for no effect and ±100 for the full control effect; nearly all actives have a fitted effect of over 65% in size
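Rat TrxR1 (90 nM in the dispensed reagent) was pre-reduced with 400 uM NADPH for 5 min at room temperature, then incubated with compound for 15 min. After 400 uM selenite was added, NADPH fluorescence (Ex 340/Em 450 nm) was followed for 8 min.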
IDH1 R132H inh = qHTS for Inhibitors of mutant isocitrate dehydrogenase 1 (IDH1): qHTS; Isocitrate dehydrogenase [NADP] cytoplasmic (Homo sapiens), O75874; IDH1-R132H enzyme, NADPH consumption, diaphorase/resazurin fluorescence; Potency, µM (highest dose often 76.6 µM), for the others: top-dose activity change, negative = inhibition, actives largely listed as inhibitors; 0.093% of 390,000 active; AID 602179, 2012; note: potency is the fitted concentration of half-maximal effect; % is set by controls: 0 for no effect and ±100 for the full control effect; nearly all actives have a fitted effect of over 65% in size
Target sequence (O75874 whole entry R132H, stated change not applied): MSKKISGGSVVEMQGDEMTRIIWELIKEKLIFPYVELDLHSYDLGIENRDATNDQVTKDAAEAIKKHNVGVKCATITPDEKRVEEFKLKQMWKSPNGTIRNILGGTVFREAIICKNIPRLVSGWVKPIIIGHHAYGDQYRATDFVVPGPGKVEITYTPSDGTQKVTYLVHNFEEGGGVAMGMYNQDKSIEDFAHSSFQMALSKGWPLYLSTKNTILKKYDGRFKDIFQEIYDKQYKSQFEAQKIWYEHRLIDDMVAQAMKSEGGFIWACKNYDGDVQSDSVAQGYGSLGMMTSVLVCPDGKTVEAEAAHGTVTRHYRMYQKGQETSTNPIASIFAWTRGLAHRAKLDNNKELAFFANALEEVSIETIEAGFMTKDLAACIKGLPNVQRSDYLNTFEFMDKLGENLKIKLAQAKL
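IDH1-R132H (0.5 ug/mL) preincubated 30 min with compound, then NADPH (0.016 mM) and alpha-KG (2 mM) added; 80 min at RT, pH 7.5. Remaining NADPH coupled via diaphorase/resazurin to fluorescence (540/590 nm); concentration-response curves normalized to no-enzyme control.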
TRHR PAM = qHTS for Small Molecule Agonists and Allosteric Enhancers of Human TRH Receptor: Primary Screen for Enhancers | 0.66% of 360,000 active | TRHR cells, fluo-8 calcium fluorescence, EC20 TRH enhancement | Thyrotropin-releasing hormone receptor (Homo sapiens), P34981 | AID 493056, 2011 | enhancement, % at 2 µM; in the data active = enhancement above about 30%; note: 0% is about no effect
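TRHR-expressing cells loaded with fluo-8 calcium dye were read kinetically (ex 480/em 530) during compound addition, then stimulated with an EC20 of TRH (10 nM final). Enhancement of the Gq-mediated intracellular calcium response was scored.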
Pin1 inhibitor = qHTS Assay to Find Inhibitors of Pin1. Peptidyl-prolyl cis-trans isomerase NIMA-interacting 1 (Homo sapiens), Q13526. Pin1 FP peptide displacement, HiFluor488, 10 min. Potency, µM (doses to about 115 µM), for the others: top-dose activity, negative = inhibition, usual class: inhibitors. 0.009% of 390,000 active; active = well fitted inhibition curve with a large enough effect in the polarisation, with a control signal flat, not every such curve was filed as active; inconclusive = small, poorly fitted or top-dose-only effect, or effect the other way, or a change in a side signal; inactive = no such curve, though single readings can be large or run the other way; the % refers to the polarisation; note: potency is the fitted concentration of half-maximal effect; % is set by controls: 0 for no effect and ±100 for the full control effect
Target sequence (Q13526 whole entry, looked up): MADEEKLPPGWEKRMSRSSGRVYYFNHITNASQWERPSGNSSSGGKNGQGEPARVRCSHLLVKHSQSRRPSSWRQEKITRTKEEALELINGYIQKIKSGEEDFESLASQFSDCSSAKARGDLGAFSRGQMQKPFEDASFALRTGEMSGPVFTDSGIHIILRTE
* = called active by the depositor; ? = inconclusive; . = no result given; [ ] = another dose, or the depositor's remark. Unless noted, calls come from the whole dose curve; as a rule, active = well fitted inhibition curve with a large enough effect; inconclusive = small, poorly fitted or top-dose-only effect; inactive = no such curve, though single readings can be large or run the other way.

compound,D2 ag,Pin1 inhibitor,TrxR1 inh,TrxR1 substrate,D2 antag,USP1-UAF1 inh,TRHR PAM,TRHR agonist,IDH1 R132H inh
COC(=O)CN1C(=O)C2(C(C#N)=C(N)Oc3n[nH]c(-c4cccs4)c32)c2ccccc21 (stereo not given),0.5,6%,?,-5%,25,5%,1,0.4,-4%
Cc1cc2c(ncn2C)c(NS(=O)(=O)c2cc(Cl)ccc2Cl)c1C,-0.1,1%,21%[57.1 µM],9%[57.1 µM],-27,-7%,0,-0.3,6%
Cc1ccccc1C(=O)Nc1ccc(S(=O)(=O)Nc2onc(C)c2C)cc1,-1.0,-1%,7%,0%,8,-11%,6,0.4,2%
CCCCNC(=O)c1cc(-c2ccc(F)cc2)on1,1.1,-9%,28%,6%,11,3%,41*,-0.4,4%
CCN(CCCC(=O)c1ccc(F)cc1)CCc1ccccc1,83*,2%,22%,11%,102*,-15%,3,0.9,4%
CC(C)(C)C(CCl)C(=O)NN=C(c1ccccc1)c1ccccc1 (stereo not given),.,-7%,17%,1%,.,21%,-4,-0.2,1%
O=C(NCc1ccc2c(c1)OCO2)c1ccc(S(=O)(=O)N2CCCCC2)cc1,-0.7,1%,2%,-2%,-2,-11%,0,-0.1,-1%
O=C(Nc1cc(Cl)cc(Cl)c1)c1ccc(F)c(S(=O)(=O)NC2CCCCC2)c1,0.9,4%,11%[57.1 µM],3%[57.1 µM],.,4%,7,0.4,2%
Cc1onc(-c2c(Cl)cccc2Cl)c1C(=O)N1C(C)CCCC1C (stereo not given),.,1%,-9%,-7%,.,-12%,.,.,19%
Cc1ccc(-c2nn(-c3ccc(F)cc3)cc2C(=O)NCCCN2CCCC2=O)cc1,-0.4,-2%,8%,-5%,19,-9%,5,0.6,1%
CC(C)C(c1nnnn1Cc1ccccc1)N1CCC(C(N)=O)CC1 (stereo not given),-0.5,1%,2%[57.1 µM],3%,15,-19%,-5,-0.5,1%
COc1cccc(OCC(=O)NNC(=O)c2ccc3ccccc3c2O)c1,0.1,-1%,5%,19%,9,-9%,-3,-0.1,0%
CC(=O)c1c(C)n(-c2cccc(Cl)c2)c2ccc(O)cc12,0.2,-10%,20%,3%,-3,0%,3,-0.9,0%
COc1ccc([C@H]2/C=C\CN(C(=O)c3ccc(C)cc3)[C@@H](C)C(=O)N2Cc2ccc(F)cc2)cc1,.,-2%,7%[57.1 µM],2%[57.1 µM],.,-28%,.,.,-8%
Cc1ccc(NC(=O)C2(C)Cc3ccccc3C(=O)O2)c(C)c1 (stereo not given),-0.2,-8%,7%,2%,.,-25%,50*,0.6,-2%
CC(C)c1c(C(=O)N/N=C/c2ccc(-c3ccccc3)cc2)nnn1-c1nonc1N,0.2,-4%,1%,-7%,-10,-24%,1,0.1,-5%
COc1ccc(CN(CC2CCC(C(=O)O)CC2)C(=S)Nc2cc(Cl)ccc2OC)cc1 (stereo not given),1.2,0%,23%,2%,5,-8%,2,0.0,3%
CN1CCN(C(=O)Nc2cccc3ccccc23)CC1,-0.2,-9%,15%,21%,2,-5%,1,0.1,6%
CCOc1cccc(NC(=O)c2cccc(F)c2)c1,-0.1,0%,-2%,-12%,-2,-9%,-2,0.3,-4%
CC1CCCCC12NC(=O)N(CC(=O)c1ccc(Cl)s1)C2=O (stereo not given),-0.9,3%,?,-7%,10,-19%,-1,-0.5,10%
Cn1c(-c2ccccc2)cnc1NCc1cccc([N+](=O)[O-])c1,1.1,-9%,10%,-2%,-6,-10%,0,-0.1,2%
Cc1sc2nc(SCC(=O)N3CCCCC3)[nH]c(=O)c2c1C,-0.8,47%[activator],-7%,-6%,26,-5%,5,-0.3,2%
Cc1ccn2c(=O)nc(SCC(=O)NC3CCCCC3)nc2c1,0.7,3%,-6%,-5%,-7,-18%,-9,0.0,-1%
COc1cccc(CNC(=O)c2ccc3c(=O)n4nc(Nc5ccccc5)sc4nc3c2)c1,0.2,6%,27%[57.1 µM],6%[57.1 µM],.,-18%,2,0.2,-6%
CC(=O)c1cccc(NC(=O)CCS(=O)(=O)c2cc(Br)cc3c2N(C(=O)C2CC2)CC3)c1,0.0,-2%,-24%,2%,.,-11%,-1,-0.4,0%
CC(=O)Nc1ccc(S(=O)(=O)N2CCSC2c2ccccc2)cc1 (stereo not given),.,-3%,-10%,-5%,.,-8%,1,0.2,-1%
O=C1CCC/C1=C/Nc1cccc(F)c1,-0.4,-7%,1%[57.1 µM],-8%[57.1 µM],4,-5%,0,0.1,10%
O=C(NNC1=NS(=O)(=O)c2ccccc21)C1CC(=O)N(c2ccccc2)C1 (stereo not given),-0.9,-4%,-14%,-13%,-2,-11%,11,0.6,1%
COc1ccc(-n2ncc3c2CC(C)(C)CC3NC(=O)Cc2nonc2C)cc1 (stereo not given),0.7,-3%,-4%,-10%,-12,0%,14,0.3,0%
CN(CCOC(=O)/C=C/c1ccccc1)C(C)(C)C,-1.6,0%,9%,4%,3,-11%,0,0.9,2%
C[C@@H]1O[C@@H](O[C@H]2[C@H](Oc3cc(O)c4c(c3)O[C@H](c3ccc(O)cc3)CC4=O)O[C@H](CO)[C@@H](O)[C@@H]2O)[C@H](O)[C@H](O)[C@H]1O,6.3,-9%,?,1%,-2,-30%,-5,0.6,-10%
O=C(NNC(=S)NC1CCCCC1)c1ccc2c(c1)OCO2,-0.5,5%,-11%,-6%,0,-13%,-2,0.6,9%
O=C(Nc1cccc(C(F)(F)F)c1)C1CCCN1S(=O)(=O)c1cccc2nsnc12 (stereo not given),-1.3,-9%,15%,2%,.,-22%,7,0.4,24%
O=C(O)COCC(=O)N1CCc2c([nH]c3ccccc23)C1C(F)(F)F (stereo not given),0.8,-7%,19%,1%,-13,-15%,3,-1.7,-6%
CCn1c(SCC(=O)N2CCN(c3cccc(Cl)c3)CC2)nc2ccccc2c1=O,0.3,5%,12%,-2%,-6,-2%,2,-0.2,-10%
CCc1cc(=O)oc2cc(OCc3nn[nH]n3)ccc12,0.4,-1%,-12%,72%[activator][57.1 µM],-11,-12%,-10,0.4,-8%
Cc1ccc(S(=O)(=O)N2CCN(C(=O)COC(=O)CCc3ccccc3)CC2)c(C)c1,-0.1,10%,10%,-8%,-6,-21%,1,-1.0,14%
COc1cccc(Cn2nnc(C(=O)NCc3ccc(F)cc3)c2N)c1,0.2,5%,9%[57.1 µM],4%[57.1 µM],-17,?,4,0.0,-8%
Cc1ccc(CSCC(=O)N(C)CC(=O)Nc2ccccc2C(F)(F)F)cc1,-1.8,-9%,10%[57.1 µM],-7%,-8,-17%,-3,-0.4,2%
O=C(NCc1ccco1)C(c1ccc(F)cc1)N(Cc1cccnc1)C(=O)Cn1nnc2ccccc21 (stereo not given),-0.7,0%,-13%,8%[57.1 µM],0,-6%,-7,-0.1,-4%

One compound at a time (already shown):
Cc1ccc(CSCC(=O)N(C)CC(=O)Nc2ccccc2C(F)(F)F)cc1 as listed: D2 ag = -1.8; Pin1 inhibitor = -9%; TrxR1 inh = 10%[57.1 µM]; TrxR1 substrate = -7%; D2 antag = -8; USP1-UAF1 inh = -17%; TRHR PAM = -3; TRHR agonist = -0.4; IDH1 R132H inh = 2%
CN1CCN(C(=O)Nc2cccc3ccccc23)CC1 as listed: D2 ag = -0.2; Pin1 inhibitor = -9%; TrxR1 inh = 15%; TrxR1 substrate = 21%; D2 antag = 2; USP1-UAF1 inh = -5%; TRHR PAM = 1; TRHR agonist = 0.1; IDH1 R132H inh = 6%

Other results follow:
compound,D2 ag,Pin1 inhibitor,TrxR1 inh,TrxR1 substrate,D2 antag,USP1-UAF1 inh,TRHR PAM,TRHR agonist,IDH1 R132H inh
CC(C)CC1Nc2ncnc(N3CCOCC3)c2N(Cc2ccc(Cl)cc2)C1=O (stereo not given),.,-8%,13%[57.1 µM],-9%,.,-16%,.,.,-6%
CCOc1ccc(NC(=O)c2cnc(N3CCCC3)nc2C)cc1,1.7,-8%,13%[57.1 µM],4%[57.1 µM],.,-22%,-1,0.1,.
O=C(CCc1nnc(CCc2c[nH]c3ccccc23)o1)NC1CCC1,-0.5,-2%,-10%,-9%,1,-19%,-2,0.2,-5%
Cc1cc(OCCCn2ccnc2)ccc1[N+](=O)[O-],1.2,-1%,19%,3%,-14,?,-6,0.5,4%

The list is partial. The share of hits here may be higher or lower than overall.
